Screening data from PubChem.
N-glyco inh – N-linked glycosylation inhibition | D54 ERlucT glycosylation luciferase reporter, 24 h; percent of 100 nM tunicamycin response | reporter increase, % at 12.5 µM | 360,000 compounds, 0.23% hits;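 active means mean luciferase reporter signal, scaled so untreated is 0 and the glycosylation-blocking control 100, at or above a set limit in every replicate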;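 further: luciferase carries N-glycosylation sites so blocking glycosylation raises the light; 0% = median of neutral control wells and 100% = median of 100 nM tunicamycin wells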
Vif inh – inhibitors of HIV Vif; 340,000 compounds, 0.35% hits; HEK293T cells, Vif self-association by quenched fluorescence, imaging, 24 h; inhibition, % at 7.49 µM; in the data active means inhibition above about 50%, passing the limit was not always enough; further: some results filed as inactive read as strong as hits
MC4R antagonist – human MC4R antagonism in cAMP assay. P32245. MC4R-expressing cells, MTII-stimulated cAMP, LANCE TR-FRET. inhibition, % at 6.5 µM. 360,000 compounds, 0.48% hits;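 active means inhibition above its plate's cutoff, the mean of tested wells on that plate plus 3 SD, cut at about 29% in these data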;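 further: 0% = Melanotan II alone and 100% = Melanotan II plus saturating MCL0020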
Target sequence (P32245 whole entry, looked up): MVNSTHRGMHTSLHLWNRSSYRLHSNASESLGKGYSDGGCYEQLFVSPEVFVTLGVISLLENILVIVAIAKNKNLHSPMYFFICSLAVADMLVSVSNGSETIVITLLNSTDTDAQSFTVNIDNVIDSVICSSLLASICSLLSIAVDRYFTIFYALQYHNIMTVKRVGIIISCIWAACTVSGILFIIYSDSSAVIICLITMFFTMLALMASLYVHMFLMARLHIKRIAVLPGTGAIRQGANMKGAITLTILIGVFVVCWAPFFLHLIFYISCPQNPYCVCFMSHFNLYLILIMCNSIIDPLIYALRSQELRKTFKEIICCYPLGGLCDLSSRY
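Material – human MC4R-expressing U2OS cells · Repeats – no replicates · Detection – TR-FRET with Eu-cAMP and labeled anti-cAMP, 671 nm · Times – compound 30 min, challenge 1 h, detection 1 h · Compound – single nominal compound dose of 6.5 µM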
MC4R ag barr – activates human MC4R beta-arrestin recruitment. P32245. activation, % at 8.9 µM. AID 540308. 360,000 compounds, 0.98% hits. U2OS MC4R beta-arrestin complementation, luminescence; percent of melanotan II response, DMSO zero;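 active means activation above a per-plate cutoff, the mean activation of sample wells on that plate plus 3 SD, cut at about 8% in these data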
Granule exo inh – lytic granule exocytosis inhibition; TALL-104 LAMP-1 surface exposure, flow cytometry; cells stimulated with thapsigargin and PMA; inhibition, % at 10 µM; 360,000 compounds, 0.66% hits; AID 651702;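 active means inhibition above about 55%, limit read from the data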
ABHD5 PLIN5 PPI – inhibitors of human ABHD5-perilipin-5 interaction | Q00G26+Q8WTS1 | Split G. princeps luciferase complementation, luminescence, 4 h | inhibition, % at 4 µM | 360,000 compounds, 0.78% hits | AID 602281;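 active means inhibition above the mean inhibition across every tested compound plus 3 SD, cut at about 22% in these data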;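 further: 0% = DMSO only wells and the 100% control is not disclosed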
aDG glyco act – increases alpha dystroglycan glycosylation; AID 624168; activation, % at 10 µM; 360,000 compounds, 0.22% hits; Pro5-aDG cells, alpha-DG glycosylation AlphaScreen (IIH6); 0% Pro5, 100% B10-LARGE cell signal;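 active means activation of at least 8% versus controls, or a plate z-score of at least 8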;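 further: Pro5 are CHO cells carrying HIG-tagged alpha-DG that lacks glycosylation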
TLR9-MyD88 block – blocks human TLR9 binding to MyD88; Q9NR96+Q99836; CHO BLA complementation TLR9-MyD88, CCF4 FRET ratio; inhibition, % at 4.98 µM; 340,000 compounds, 0.21% hits; AID 504734;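 active means inhibition above the mean over all tested compounds plus 3 SD, cut at about 21% in these data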;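 further: 0% = DMSO only wells and 100% = clavulanate BLA inhibitor control wells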
NOD2 RIPK2 PPI – inhibitors of human NOD2-RIPK2 interaction; O43353; inhibition, % at 4.98 µM; CHO BLA complementation NOD2-RIPK2, CCF4 ratio; AID 624267; 360,000 compounds, 0.38% hits; in the data active means inhibition above about 21%;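 further: 0% = vehicle only and 100% = reference blocker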
Target sequence (O43353 whole entry, looked up): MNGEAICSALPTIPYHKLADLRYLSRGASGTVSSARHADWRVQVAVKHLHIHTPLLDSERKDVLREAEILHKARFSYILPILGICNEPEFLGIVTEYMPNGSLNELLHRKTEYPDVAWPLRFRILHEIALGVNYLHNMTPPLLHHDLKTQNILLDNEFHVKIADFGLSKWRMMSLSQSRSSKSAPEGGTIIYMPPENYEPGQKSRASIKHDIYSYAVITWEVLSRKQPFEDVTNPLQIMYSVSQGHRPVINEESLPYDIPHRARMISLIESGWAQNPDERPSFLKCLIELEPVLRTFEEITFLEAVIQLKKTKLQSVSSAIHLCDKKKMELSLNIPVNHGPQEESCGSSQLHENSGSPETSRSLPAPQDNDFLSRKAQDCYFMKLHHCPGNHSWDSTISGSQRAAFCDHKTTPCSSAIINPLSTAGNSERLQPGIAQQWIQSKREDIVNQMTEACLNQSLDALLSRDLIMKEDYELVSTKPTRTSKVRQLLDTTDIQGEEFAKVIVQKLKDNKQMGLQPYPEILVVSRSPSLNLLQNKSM
ABCB6 inh MLPCN – inhibitors of human ABC transporter ABCB6; Q9NP58; K562-ABCB6 porphyrin accumulation, flow cytometry, 1 h; active compounds read low; fluorescence ratio to DMSO, % at 10 µM; 360,000 compounds, 0.19% hits; AID 602162;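 active means fluorescence ratio to DMSO below 75%, the collection mean minus 3 SD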;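 further: signal is porphyrin accumulated inside mitochondria; 100% equals median channel fluorescence of DMSO control wells; lower ratio means ABCB6 inhibition with less porphyrin fluorescence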
The depositor's hits bear a star; . = no result given. Only part of the results is shown (hit frequency here may not be typical).

SMILES	N-glyco inh	Vif inh	MC4R antagonist	MC4R ag barr	Granule exo inh	ABHD5 PLIN5 PPI	aDG glyco act	TLR9-MyD88 block	NOD2 RIPK2 PPI	ABCB6 inh MLPCN
COCCN(C(=S)Nc1ccc(C)cc1)C(C)c1ccco1 (stereo unspecified)	0	-1	3	-2.4	0	-7	0.2	1	-1	99
CCSc1nnc2ccc(-c3ccc(OC)c(OC)c3)nn12	-2	-5	-12	-1.4	-6	-2	-0.2	-5	-14	98
CCc1nc2nc(C)c(NS(=O)(=O)c3ccc(C4CCCCC4)cc3)c(=O)n2[nH]1	2	2	-3	1.5	-16	1	0.0	-11	-4	99
C[C@H]1CN([C@@H](C)CO)C(=O)CCCn2nncc2CO[C@@H]1CN(C)S(=O)(=O)c1ccc2ccccc2c1	0	.	7	-1.3	-10	-3	-0.1	4	-11	99
CC(C)(C)NC(=O)CCN(/N=C/c1ccccc1)C1=NS(=O)(=O)c2ccccc21	2	-7	15	0.8	-2	0	-0.1	-14	-4	100
CC(C)(C)c1csc(NC(=O)c2ccc(Cl)s2)n1	-7	.	4	-1.2	-4	-5	0.3	-8	-2	89
O=C(COC(=O)c1cc(Cl)ccc1O)NC(=O)NCc1ccccc1	2	8	4	1.3	0	-1	0.6	-6	-8	100
O=C1CCN(Cc2ccccc2)C(=O)N1c1ccccc1	-1	3	1	0.3	-1	-1	0.0	-8	7	90
COC(=O)c1ccc(CNC(=O)c2ccc(S(=O)(=O)N3CCCC(C)C3)cc2)cc1 (stereo unspecified)	-3	12	14	1.1	7	-13	0.3	-8	6	103
CCc1ccc(NC(=S)NC(=O)CC(C)C)cc1	-2	-14	4	-1.1	0	-10	0.3	8	7	99
COc1ccc(-c2[nH]c(-c3ccc(C)cc3)nc2SCC(=O)NC2CCCC2)cc1	-1	-4	0	-1.3	1	2	-0.1	0	-3	96
CC(C)c1ccc(NC(=O)c2cc([N+](=O)[O-])ccc2N2CCOCC2)cc1	-5	.	5	-3.1	-1	-6	-0.1	9	-1	96
CCCCn1c(Nc2ccc(OC)cc2)nc2ccccc21	-1	13	12	2.2	3	3	0.1	2	2	105
Cc1ccc(S(=O)(=O)Nc2ccc(C(=O)N3CCN(c4ccccc4O)CC3)cc2)cc1[N+](=O)[O-]	-1	-14	-12	0.4	-2	-3	0.1	2	6	100
Cc1nn(-c2ccccc2)c(Cl)c1C(=O)NCC1CCCO1 (stereo unspecified)	0	47	5	-0.3	4	3	-0.2	2	-7	95
COc1cccc(CN2CCNC(=O)C2CC(=O)NCCN2CCOCC2)c1OC (stereo unspecified)	-1	3	8	-3.9	-1	11	-0.1	-5	0	104
Cc1ccc(C(=O)N2C3=C(CCCC3)C(=O)NC23CCCCC3)cc1	-3	0	5	-2.9	1	1	0.1	8	5	95
O=S1(=O)CC/C(=N\O)c2ccccc21	2	2	7	1.4	1	-5	-0.6	2	-3	103
O=C(N/N=C/c1ccccn1)C(=O)N1CCCCCC1	2	26	15	1.1	0	5	0.1	2	-5	100
O=C(NCCCN1CCCC1=O)c1cc(-c2ccc(F)cc2)nc2ccccc12	0	0	3	0.3	-5	-4	-0.1	0	-8	88
Cc1onc(NC(=O)NC(=O)c2ccccc2F)c1Br	3	-2	-1	-2.0	3	-3	0.1	-2	-8	101
Cc1c(NC(=O)Nc2ccc([N+](=O)[O-])cc2)c(=O)n(-c2ccccc2)n1C	0	1	9	-1.7	-8	5	0.2	-4	-8	96
CNC(=S)NNC(=O)c1ccccc1F	1	1	0	0.1	-2	2	0.1	3	-9	102
Cc1ccc(C)c(-c2ccc(=O)n(Cc3ccc(F)cc3Cl)n2)c1	-3	-8	-8	2.3	-11	-10	0.0	-7	-1	97
CC1CN(S(=O)(=O)c2ccc(C(=O)N3CCc4ccccc43)cc2)CC(C)O1 (stereo unspecified)	2	12	1	-1.6	0	7	0.1	-3	-7	95
Next section:
SMILES	N-glyco inh	Vif inh	MC4R antagonist	MC4R ag barr	Granule exo inh	ABHD5 PLIN5 PPI	aDG glyco act	TLR9-MyD88 block	NOD2 RIPK2 PPI	ABCB6 inh MLPCN
COC(=O)C1CC(c2ccccc2)N(c2ccccc2)O1 (stereo unspecified)	-2	-4	0	0.1	0	-7	-0.1	1	-1	99
NC(=O)COC(=O)c1ccc(S(=O)(=O)NCc2ccco2)cc1	0	8	-13	1.3	-2	12	0.1	-11	9	113
O=C(OCC(=O)N1CCc2ccccc2C1)c1ccc(N2CCOCC2)c([N+](=O)[O-])c1	1	13	10	-0.6	6	-1	0.3	-4	4	77
CN(C1CCCC1)C1CCN(C(=O)CNC(=O)/C=C/c2cccc(C(F)(F)F)c2)CC1	0	-3	-2	0.5	0	-2	0.5	3	-2	99
COc1ccc(/C=N/n2c(=O)[nH]c3c([nH]c4ccc(C)cc43)c2=O)cc1CN1CCOCC1	1	-5	-2	-1.4	0	-2	0.1	0	7	100
O=C(NC1=NCCS1)c1ccc(Br)s1	-4	.	1	0.2	0	-3	0.1	-7	6	96
O=C(COC(=O)/C=C/c1ccccc1Cl)NCC1CCCO1 (stereo unspecified)	-1	-4	-2	0.9	-4	1	0.5	-9	-4	102
CCOc1ccc(C(=O)CCC(=O)N(CC)CC(=O)NCc2ccc(Cl)cc2)cc1	2	-1	4	-2.7	-10	1	0.1	3	0	100
CC(=O)N1CCCC(C)(C(=O)Nc2ccc3nc(C)ccc3c2)C1 (stereo unspecified)	1	-8	4	0.2	-7	11	0.3	.	-3	97
O=C(O)CNS(=O)(=O)c1ccc2c(c1)CCCC2	-2	13	6	-2.1	0	8	-0.4	4	-2	102
CCN(CC)S(=O)(=O)c1cc(NC(=O)C(C)N2CCN(c3ccccn3)CC2)ccc1C (stereo unspecified)	-2	-11	-1	-1.7	-3	-1	-0.1	-3	2	100
COc1ccc2[nH]c3c(c2c1)CCN1C(=O)C(CC(=O)NCc2ccc(OC)c(OC)c2)C[C@H](C(=O)N(C(C)C)C(C)C)[C@@]31C (stereo partly specified)	4	10	3	-0.4	-7	2	0.0	-10	-8	97
Cc1nc2ccc(NC(=O)c3ccc(=O)[nH]c3)cc2s1	2	10	-14	-1.5	1	-4	-0.1	-7	-6	98
CCCN(CC1CCCO1)C(=O)CCc1nnc(CCc2ccc(OC)cc2)o1 (stereo unspecified)	2	0	7	-1.6	-2	-10	-0.2	11	8	97
Cc1ccc2nc(SC(C)C(=O)N3CCCC3)[nH]c2c1 (stereo unspecified)	2	.	3	-0.5	0	-8	0.1	12	-2	108
O=C(Cn1cc([N+](=O)[O-])cn1)NCC1CCCO1 (stereo unspecified)	4	0	6	1.4	1	2	0.0	-15	7	100
Cc1ccc(/C=N/NC(=S)NC2CCCCC2)o1	-1	-5	-1	1.9	1	-4	-0.1	4	10	99
Cc1ccc(C(c2sc3nc(C)nn3c2O)N2CCOCC2)cc1 (stereo unspecified)	0	22	11	1.7	2	4	0.0	2	5	109
COc1ccccc1NC(=O)CN1C(=O)CSC(C)C1=O (stereo unspecified)	2	-8	3	-1.0	-3	2	-0.2	0	-8	101
Cc1cccc(N2C(=O)C(O)=C(C(=O)c3cccs3)C2c2ccc(Cl)cc2)n1 (stereo unspecified)	1	15	6	-1.2	-2	-5	0.0	2	5	98
Cc1c(C)n2c3c(cccc13)CC2	-1	17	2	-0.2	-3	2	0.3	8	-7	102
O=C(CCNS(=O)(=O)c1ccc(Br)cc1)Nc1cccc(F)c1	0	8	0	1.3	6	-12	0.1	-4	4	96
CC(C)c1ccc(NC(=O)CCNS(=O)(=O)c2cccc3nonc23)cc1	-3	0	2	-1.5	-1	-2	0.0	5	-17	98
CCOC(=O)c1sc(S(C)(=O)=O)c2c1CCc1conc1-2	0	1	14	-1.2	-3	3	-0.1	.	-3	92
CCC(=O)NNc1nc2c(C)cc(C)cc2s1	1	-4	22	2.1	0	5	0.5	-4	-6	96

Copied from the list:
Under ABHD5 PLIN5 PPI, Cc1nc2ccc(NC(=O)c3ccc(=O)[nH]c3)cc2s1 shows -4
Under MC4R ag barr, Cc1cccc(N2C(=O)C(O)=C(C(=O)c3cccs3)C2c2ccc(Cl)cc2)n1 (stereo unspecified) shows -1.2

More structures
SMILES	N-glyco inh	Vif inh	MC4R antagonist	MC4R ag barr	Granule exo inh	ABHD5 PLIN5 PPI	aDG glyco act	TLR9-MyD88 block	NOD2 RIPK2 PPI	ABCB6 inh MLPCN
O=S(=O)(Nc1nccs1)c1ccc(F)cc1	2	-2	0	-1.1	0	2	-0.2	-3	-11	96
CCOC(=O)c1cc2sccc2n1CC(=O)N1c2ccccc2CC1C (stereo unspecified)	377*	2	-16	1.0	-3	-4	0.1	0	-3	98
O=C(CNCc1cccc2ccccc12)Nc1ccccc1[N+](=O)[O-]	-3	0	-6	-0.1	1	9	0.0	0	9	98
CCN(CC)c1ccc(/C=N/NC(=O)CN2CCCc3ccccc32)cc1	0	3	21	0.5	0	-2	0.4	-7	11	113
CC(=O)Nc1ccc(NC2=CC(=O)c3ccccc3C2=O)cc1	-2	8	-7	-0.7	9	-3	2.0	-4	-7	107
COCC1CCN(C(=O)C2CCC(=O)N(Cc3cccc(C(F)(F)F)c3)C2)CC1 (stereo unspecified)	0	3	-4	-0.4	-2	9	0.0	-11	-4	98
COC(=O)c1[nH]c2cc(OC)ccc2c1NC(=O)CN1CCC(C(N)=O)CC1	-1	.	3	-2.0	-6	-2	-0.2	-4	-8	102
Nc1nc(COC(=O)CCC(=O)c2ccccc2)nc(Nc2ccccc2)n1	0	-1	10	-0.9	-2	-8	-0.2	-5	-8	103
CSCCC(C(=O)Nc1c(C)cccc1C)n1c(-c2ccc(C(F)(F)F)cc2)nc2ccccc21 (stereo unspecified)	.	.	.	.	-5	-11	-0.1	.	7	.
CNC(=O)CCC(=O)Nc1ccc(C)cc1	3	14	-4	-1.0	1	3	0.3	2	-9	106
Cn1cccc1-c1cc(C(=O)N/N=C/c2ccc(F)cc2)[nH]n1	3	-20	1	0.5	2	3	-0.2	5	4	101
C=CCN(c1ccc(F)cc1)S(=O)(=O)c1cc(C(=O)NC2CC2)ccc1Cl	-1	-21	-2	0.7	-5	-3	0.0	-16	3	96
Cc1ccc(C(=O)O)cc1NC(=S)NC(=O)c1ccc(-c2ccc(Cl)cc2)o1	0	6	5	0.4	-1	-1	-0.1	3	-6	102
CNC(=S)NNC(=O)CSCc1c(Cl)cccc1Cl	-1	-6	1	-0.3	-6	-7	-0.1	.	-5	93
CCOc1ccc(NC(=O)c2nc(SCC)ncc2Cl)cc1	-5	9	5	6.5	-10	5	0.2	-1	-3	101
CCOC(=O)N1CCN(S(=O)(=O)c2ccc(C)c([N+](=O)[O-])c2)CC1	0	11	4	1.0	4	2	0.1	-6	-2	108
COC(=O)c1ccc(N=NNc2cccc(Br)c2)cc1	-7	.	4	1.3	5	-1	0.0	-2	-4	101
